# KCNK9 inh: inhibitors of human KCNK9 two-pore domain potassium channel | Q9NPC2 | HEK293 KCNK9, FluxOR thallium flux fluorescence; hits give low values | B-score at 10 µM | actives 1.2% (n = 310,000);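 active means ratio B-score over 3 SD below the library mean, with starting fluorescence within 5 SD of its mean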;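 further: negative B-score means less thallium flux so channel inhibition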
# MrgX1 agonist: activates human MrgX1 receptor signaling; Q96LB2; MrgX1-HEK293 cells, Fluo-4 calcium fluorescence, agonist mode; hits give high values; B-score at 10 µM; actives 0.44% (n = 310,000);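 active means calcium response B-score plate-corrected fluorescence ratio at least 3 library SD, with starting fluorescence B-score inside 5 SD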
# Target sequence (Q96LB2 whole entry, looked up): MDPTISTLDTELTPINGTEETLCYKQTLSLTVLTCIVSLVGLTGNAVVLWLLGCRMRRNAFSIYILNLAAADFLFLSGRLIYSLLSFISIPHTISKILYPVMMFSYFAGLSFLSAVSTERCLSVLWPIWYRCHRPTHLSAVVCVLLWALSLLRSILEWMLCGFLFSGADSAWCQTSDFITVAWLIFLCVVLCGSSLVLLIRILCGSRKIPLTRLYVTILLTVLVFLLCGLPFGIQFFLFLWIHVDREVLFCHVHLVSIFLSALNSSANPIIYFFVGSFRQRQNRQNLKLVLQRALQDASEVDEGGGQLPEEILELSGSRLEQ
#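 Assay system: MrgX1-expressing HEK293 cells / Amount: fifteen thousand cells per well / Doses: test compound in the initial addition of three / Timing: cells plated overnight, dye loaded 0.5 h 37 °C, 0.5 h room temperature / Technique: kinetic calcium dye fluorescence, Fluo-4 NW / Control set: positive and negative controls per plate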
# RGS4 pot: RGS4 potentiation or activation; HEK293 M3R/inducible RGS4, carbachol calcium flux Fluo4; hits give low values; B-score at 10 µM; actives 0.92% (n = 310,000);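 active means B-score of the integrated calcium signal more than 4 SD below the library mean, with starting fluorescence not abnormally high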;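 further: negative B-score means reduced calcium response which marks RGS4 activation or potentiation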
#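 Material: M3R-expressing HEK293 line, RGS4 induced by doxycycline | Schedule: Overnight RGS4 induction, 30 min dye load 37 °C, 20 min compound RT | Measured by: Fluo4 fluorescence kinetic imaging of calcium | Read-out: Integrated calcium ratio converted to B score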
# KCNQ1 inh: human KCNQ1 channel inhibition; CHO-K1 KCNQ1, FluxOR thallium flux fluorescence; hits give high values; B-score at 10 µM; actives 1.3% (n = 310,000);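 active means compounds whose thallium flux B-score, printed positive for inhibition, exceeds three library SD while starting fluorescence stays within three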;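 further: channel opened by potassium depolarization with thallium stimulus after 20 min compound exposure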
# Target sequence (P51787 whole entry, looked up): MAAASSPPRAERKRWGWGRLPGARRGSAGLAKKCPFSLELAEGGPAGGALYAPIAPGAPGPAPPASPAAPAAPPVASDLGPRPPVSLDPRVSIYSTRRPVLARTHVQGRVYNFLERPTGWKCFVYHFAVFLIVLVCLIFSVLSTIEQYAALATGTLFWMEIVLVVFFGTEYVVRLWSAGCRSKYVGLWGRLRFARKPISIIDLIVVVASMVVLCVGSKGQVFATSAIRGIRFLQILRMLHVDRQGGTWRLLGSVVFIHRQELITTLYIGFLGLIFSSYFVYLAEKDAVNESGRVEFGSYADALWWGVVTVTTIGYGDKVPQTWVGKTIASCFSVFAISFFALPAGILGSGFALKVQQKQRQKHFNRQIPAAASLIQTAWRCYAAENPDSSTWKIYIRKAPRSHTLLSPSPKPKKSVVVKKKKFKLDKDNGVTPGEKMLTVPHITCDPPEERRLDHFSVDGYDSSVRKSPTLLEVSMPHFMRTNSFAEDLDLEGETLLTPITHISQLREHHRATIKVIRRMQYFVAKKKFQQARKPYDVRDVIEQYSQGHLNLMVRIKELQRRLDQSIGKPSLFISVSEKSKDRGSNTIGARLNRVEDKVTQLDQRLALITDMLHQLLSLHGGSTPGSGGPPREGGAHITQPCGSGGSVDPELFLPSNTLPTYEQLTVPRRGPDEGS
# KCNK3 block: human KCNK3 channel inhibition, primary screen. AID 602410. CHO-KCNK3 thallium flux, FluxOR fluorescence; hits give low values. O14649. B-score at 10 µM. actives 0.84% (n = 340,000);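 active means B-score under library mean minus 4 SD, starting fluorescence ratio at most library mean plus 5 SD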;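 further: more negative B-score means stronger inhibition of thallium flux through KCNK3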
# ANO1 activ: activates or potentiates the mouse TMEM16A chloride channel; Q8BHY3; HEK293 TMEM16A/YFP-H148Q/I152L, iodide quench fluorescence; hits give low values; B-score at 10 µM; actives 0.3% (n = 340,000); AID 623877;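 active means fluorescence-ratio B-score plate-corrected deviation score at least 3 library SD below zero, with starting fluorescence score within 5 deviations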;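 further: channel opened by trigger with iodide after compound preincubation; score built on the fluorescence ratio of max minus min over baseline; more negative score means more quench and so TMEM16A activation or potentiation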
# RGS4 inh: inhibitors of human RGS4; HEK293 M3R/RGS4 inducible, Fluo-4 calcium flux; hits give high values; triggered by carbachol at its EC20; P49798; B-score at 10 µM; actives 0.45% (n = 310,000);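 active means B-score, a plate-corrected calcium signal, over three deviations above library mean, with baseline fluorescence within five deviations of library mean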;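 further: RGS4 expression induced by doxycycline in cells with stable M3 receptor; B-score is computed from the integrated fluorescence ratio over baseline after carbachol; higher B-score means a larger calcium signal and so more RGS4 inhibition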
# MrgX1 PAM: human MrgX1 positive allosteric modulation, primary screen; MrgX1-HEK293, Fluo-4 calcium flux, FDSS; hits give high values; Q96LB2; B-score at 10 µM; actives 0.63% (n = 310,000);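 active means plate-corrected calcium response at least 3 library SD above typical, normal starting fluorescence, not activating the receptor alone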;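 further: compound read alongside a low EC10 to EC30 dose of BAM8-22 agonist; peak minus trough fluorescence over baseline measured at the second addition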
# TMEM16A inh: inhibitors of mouse TMEM16A calcium-activated chloride channel | Q8BHY3 | HEK293 TMEM16A/YFP iodide influx fluorescence, ionomycin | normalized B-score (activity score, 25-100; higher = stronger inhibition) at 10 µM | actives 1.2% (n = 310,000) | AID 588511;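 active means ratio plate-corrected score three or more library SD toward inhibition, starting fluorescence score within five deviations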;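 further: score derived from kinetic fluorescence span divided by baseline fluorescence per well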
# KCNQ1 pot: human KCNQ1 channel potentiation or activation; P51787; CHO-K1 KCNQ1, thallium flux FluxOR fluorescence; hits give high values; B-score at 10 µM; actives 0.35% (n = 310,000);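 active means fluorescence ratio B-score, a plate-corrected score, at least three library SD, with initial intensity B-score within 5 SD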
#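 Assay system: stable KCNQ1 CHO-K1 line; medium: assay buffer, equal DMSO in all wells; timing: 90 min dye loading and 20 min compound exposure, both at room temperature; technique: kinetic FluxOR thallium fluorescence, 10-s 1-Hz baseline, 110-s post-stimulus read; read-out basis: B score of baseline-normalized fluorescence ratio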
# hERG protect: hERG (human) protection from proarrhythmic block. Q12809. AID 1511. activation (rescue from dofetilide block), less the hit threshold, % at 10 µM. actives 0.51% (n = 310,000). CHO-hERG, FluxOR thallium flux, dofetilide IC70 present;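 active means activation above the mean of controls blocked by dofetilide plus 5 SD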;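 further: thallium influx through hERG after potassium depolarization seen as dye fluorescence rise; in these data hits start at about 4.7%; inactives centre near -7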
# * hit, by the source's call; i = inactive; . = not tested or not shown.
# Each structure is followed by: KCNK9 inh | MrgX1 agonist | RGS4 pot | KCNQ1 inh | KCNK3 block | ANO1 activ | RGS4 inh | MrgX1 PAM | TMEM16A inh | KCNQ1 pot | hERG protect
- O=C(Nc1ccc(Nc2ccccc2)cc1)Nc1ccccc1Cl
    i | i | i | i | i | i | i | i | i | i | -9.8
- Cc1cc(-c2nnc(CCC(=O)NCc3cc(F)cc(C(F)(F)F)c3)o2)no1
    i | i | i | i | i | i | i | i | i | i | -11.5
- COC(=O)c1ccc(COC(=O)CCS(=O)(=O)c2ccc(C)cc2)cc1
    i | i | i | i | i | i | i | i | i | i | -17.2
- COc1ccc(/C=C2\SC(=O)N(CCNC(=O)C3CCN(S(=O)(=O)c4cccs4)CC3)C2=O)cc1
    i | i | i | i | i | i | i | i | i | i | -4.0
- O=C(COC(=O)/C=C/C(=O)N1CCN(c2ccccc2)CC1)NC(c1ccccc1)c1ccccc1
    i | i | i | i | i | i | i | i | i | i | -6.4
- CCOC(=O)c1csc(-c2ccc3c(c2)CCO3)n1
    i | i | i | i | i | i | i | i | i | i | -12.7
- COc1ccccc1C(=O)c1nc2ccccc2n1C
    i | i | i | i | i | i | i | i | i | i | -2.4
- O=C(CN1C(=O)NC2(CCCc3ccccc32)C1=O)NCC(F)(F)F (stereo not drawn)
    i | i | i | i | i | i | i | i | i | i | -7.5
- CC(C)CC(=O)Nc1nnc(CSCc2ccc(F)cc2)s1
    i | i | i | i | i | i | i | i | i | i | -1.2
- COCC(C)n1c(C)cc(C(=O)COC(=O)c2n[nH]c3ccccc23)c1C (stereo not drawn)
    i | i | i | i | i | i | i | i | i | i | -12.6
- COc1ccc(NC(=O)C2C3C=CC4(O3)C2C(=O)N(CCN2CCCCC2)C4C(=O)NC2CCCC(C)C2C)cc1 (stereo not drawn)
    i | i | i | i | i | i | i | i | i | i | -9.5
- CC(C)(C)[C@H]1C=C(C(=O)N2CCN(Cc3ccc4c(c3)OCO4)CC2)O[C@@H](OCc2ccc(CO)cc2)C1
    i | i | i | i | i | i | i | i | i | i | -12.6
- O=C(c1cnn2c(C(F)F)cc(-c3ccccc3)nc12)N1CCSCC1
    i | i | i | i | i | i | i | i | i | i | -12.2
- CCC(=O)OCC(=O)Nc1cc(C)c(C)cc1[N+](=O)[O-]
    i | i | i | i | i | i | i | i | i | i | -5.0
- Cc1ccc(-c2nnn(CC(=O)N(c3cnc4ccccc4c3)C(C(=O)NC3CCCC3)c3ccncc3)n2)o1 (stereo not drawn)
    i | i | i | i | i | i | i | i | i | i | -11.9
- CC(C)CC(Nc1ncnc2scc(-c3ccccc3)c12)C(=O)O (stereo not drawn)
    i | i | i | i | i | i | i | i | i | i | -1.9
- CCOC(=O)N1CCN(S(=O)(=O)N2CCCC(C(=O)NCc3cccc(OC)c3)C2)CC1 (stereo not drawn)
    i | i | i | i | i | i | i | i | i | i | -8.7
- O=C(CN(c1ccccc1)S(=O)(=O)c1ccccc1)Nc1ccc(F)cc1
    i | i | i | i | i | i | i | i | i | i | -7.6
- O=S(=O)(Nc1ncccn1)c1ccc(NC(=S)NCc2cccnc2)cc1
    i | i | i | i | i | i | i | i | i | i | -2.2
- COc1ccc2oc3ccccc3c(=O)c2c1
    i | i | i | i | i | i | i | i | i | i | -2.6

# Further results.
# Each structure is followed by: KCNK9 inh | MrgX1 agonist | RGS4 pot | KCNQ1 inh | KCNK3 block | ANO1 activ | RGS4 inh | MrgX1 PAM | TMEM16A inh | KCNQ1 pot | hERG protect
- Cc1ccc(S(=O)(=O)/C(C#N)=C/c2c(N3CC(C)OC(C)C3)nc3ccccn3c2=O)cc1 (stereo not drawn)
    i | i | i | i | i | i | i | i | i | i | -17.4
- N#CCCn1cc(/C=N/O)c(-c2ccccc2)n1
    . | i | . | . | i | i | . | i | i | . | .
- CCN1CCN(CC(O)COCCOc2ccc(Br)cc2)CC1 (stereo not drawn)
    i | i | i | i | i | i | i | i | i | i | -6.9
- O=C(c1cccnc1)C1CCCN(Cc2nc(Cc3ccccc3)no2)C1 (stereo not drawn)
    i | i | i | i | i | i | i | i | i | i | -6.8
- COc1ccc(NC(=O)COc2ccccc2Cc2ccccc2)cc1S(N)(=O)=O
    i | i | i | i | i | i | i | i | i | i | -1.9
- CCCCN(C(=O)Nc1ccc(OCC)cc1)C1CCN(C(C)=O)CC1
    i | i | i | i | i | i | i | i | i | i | -7.7
- Cc1nc(Nc2ccc(S(=O)(=O)N3CCCC3)cc2)c2nnn(Cc3ccccc3)c2n1
    i | i | i | i | i | i | i | i | i | i | -7.0
- Cc1cccc(Nc2nc(N)c([N+](=O)[O-])c(N3CCCC(C)C3)n2)c1 (stereo not drawn)
    i | i | i | i | i | i | i | i | i | i | -18.0
- COc1ccc(CCN2CC(C(=O)NCc3ccco3)CC2=O)cc1OC (stereo not drawn)
    i | i | i | i | i | i | i | i | i | i | -7.1
- Cc1ccc(S(=O)(=O)N=S(CCO)CCO)cc1
    i | i | i | i | i | i | i | i | i | i | 1.6
- Cc1cc(NC(=O)c2cccc(COc3ccc(Br)cc3)c2)no1
    -11.2* | i | i | i | -8.88* | i | i | i | i | i | -9.2
- CCCCCCCN1C(Nc2ccccc2)=NC[C@@H]1CC(C)C
    i | i | i | 7* | i | i | i | i | i | i | -13.6
- CC(=O)c1cccc(CN2CCC(C(=O)Nc3cccc(-c4ccn[nH]4)c3)CC2)c1
    i | i | i | i | i | i | i | i | i | i | -13.2
- O=C1NC2(CCCC2)Oc2ccccc21
    i | i | i | i | i | i | i | i | i | i | 1.3
- O=C(CN1C(=O)CC(c2ccccc2)Sc2ccccc21)NCC1CCCO1 (stereo not drawn)
    i | i | i | i | i | i | i | i | i | i | -8.9
- CCOC(=O)C(Cc1ccccc1)C(=O)NCc1ccccc1 (stereo not drawn)
    i | i | i | i | i | i | i | i | i | i | -0.8
- COc1ccc(CCNC(=O)Cn2c(=O)[nH]c3ccsc3c2=O)cc1OC
    i | i | i | i | i | i | i | i | i | i | -6.4
- CCOc1ccc(-c2nc(CSCC(=O)N3CCN(C(=O)c4ccco4)CC3)c(C)o2)cc1
    i | i | i | i | i | i | i | i | i | i | -11.2
- C/C(=N\OCC(=O)Nc1ccccc1C(C)(C)C)c1ccc2c(c1)OCCO2
    i | i | i | i | i | i | i | i | i | i | -4.8
- O=[N+]([O-])c1cc2c(cc1/C=N/n1c(-c3ccccn3)n[nH]c1=S)OCO2
    i | i | i | i | i | i | i | i | i | i | -3.5

# Later entries
# Each structure is followed by: KCNK9 inh | MrgX1 agonist | RGS4 pot | KCNQ1 inh | KCNK3 block | ANO1 activ | RGS4 inh | MrgX1 PAM | TMEM16A inh | KCNQ1 pot | hERG protect
- Cn1c(=O)c2ncn(CC(=O)Nc3ccc(N4CCOCC4)cc3)c2n(C)c1=O
    i | i | i | i | i | i | i | i | i | i | -12.6
- Cn1cnnc1SCC(=O)Nc1ccc2nc(SCc3ccccc3)sc2c1
    i | i | i | i | i | i | i | i | i | i | -4.1
- Cc1cccn2c(=O)c3cc(C(=O)N4COCC4(C)C)n(Cc4ccccc4)c3nc12
    i | i | i | i | i | i | i | i | i | i | -15.3
- CC1(C)Cc2nc3oc4c(NCCCN5CCOCC5)ncnc4c3cc2CO1
    i | i | i | i | i | i | i | i | i | i | -9.0
- COc1ccc(C(=O)Nc2nc(CC(=O)NCc3ccc(F)cc3)cs2)cc1
    i | i | i | i | i | i | i | i | i | i | -11.9
- CC(C)n1c(CN2CCN(C)CC2)nc2c1c(=O)n(C)c(=O)n2C
    i | i | i | i | i | i | i | i | i | i | -5.2
- Cc1cc(C(C)(C)C)ccc1OCCCCN1CCCC1
    i | i | i | i | i | i | i | i | i | i | -8.4
- O=C1CCC(C(=O)N2CCN(c3ccccc3)CC2)CN1CC1CCCCC1 (stereo not drawn)
    i | i | i | i | i | i | i | i | i | i | -1.8
- CC(C)(C)c1cc(C(=O)NNC(=O)c2ccc(Cl)cc2)no1
    i | i | i | i | i | i | i | i | i | 18* | 5.7*
- COc1cc(CN2CCC(Cc3ccccc3)CC2)cc(OC)c1OC
    i | i | i | i | i | i | i | i | i | i | -6.6
- COc1ccc(-n2cc(CNCc3cccnc3)c(-c3cccc(F)c3)n2)cc1
    i | i | i | i | i | i | i | i | i | i | -18.0
- CCOC(=O)C1=C(O)/C(=C/c2ccc(CNC(=O)C(=O)Nc3ccc(C)cc3)o2)N=C1C
    i | i | i | i | i | i | i | i | i | i | -7.9
- Cc1ccc(/C=N\NC(=O)/C(=C\Nc2nccc(C)n2)NC(=O)c2ccccc2)cc1
    i | i | i | i | i | i | i | i | i | i | -5.9
- O=C(NCC1(c2ccccc2)CCCC1)c1ccc(Br)cc1
    i | i | i | i | i | i | i | i | i | i | -6.3
- CCCNC(=O)c1ccc(N2CCC3(CC2)CC(c2cccc(Br)c2)=NO3)c(NC(=O)c2ccc(Cl)c([N+](=O)[O-])c2)c1
    i | i | i | i | i | i | i | i | i | i | -17.4
- COc1ccccc1NCCC(=O)OCC(=O)NC1CCCC(C)C1C (stereo not drawn)
    i | i | i | i | i | i | i | i | i | i | -1.9
- N#Cc1cc([N+](=O)[O-])cnc1N(CCO)CCO
    i | i | i | i | i | i | i | i | i | i | -1.6
- COc1ccc(Oc2c(C)oc3cc(OC(=O)N4CCOCC4)ccc3c2=O)cc1
    i | i | i | i | i | i | i | i | i | i | -9.3
- COn1c(-c2ccc(C)cc2)nc2ncccc21
    i | i | i | i | i | i | i | i | i | i | -3.2
- COc1ccc(CCNC(=O)C(=O)NCC2OCCN2S(=O)(=O)c2cccs2)cc1 (stereo not drawn)
    i | i | i | i | i | i | i | i | i | i | -6.9
- COc1ccc(NC(=O)c2ccc3nc[nH]c3c2)cc1
    i | i | i | i | i | i | i | i | i | i | -5.9
- CN1CCN(S(=O)(=O)c2cccc(C(=O)Nc3cc(C(F)(F)F)ccc3N3CCCCC3)c2)CC1
    i | i | i | i | i | i | i | i | i | i | -11.2

# Assay outcomes deposited in PubChem by Johns Hopkins Ion Channel Center.
